# CTSL1 counter = Fasciola hepatica cathepsin L1 inhibitors, primary screen, counter-screen for PFM18AAP inhibitor project, biochemical, QFRET, fluorogenic peptide substrate; inhibition, % at 5.96 µM; actives 0.49% (n = 300,000); recombinant F. hepatica cathepsin L1, Z-Leu-Arg-MCA fluorescence;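 active = inhibition above the mean of all tested compounds plus 3 SD, set per screening campaign, cut at about 17% in these data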;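 also: 0% = plate median of test compound wells and 100% = 1 µM Z-Phe-Ala-diazomethylketone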
# Efflux pump mplx = inhibitors of Candida efflux pumps in yeast, primary screen, S. cerevisiae, Nile Red, multiplex | S. cerevisiae Candida pump triplex | inhibition, % at 10 µM | actives 0.44% (n = 330,000) | AID 485275, 2010;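 active = plate passing quality check with inhibition over a set limit, or well fluorescence over plate mean plus 4 SD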;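 also: Nile Red retained in pooled yeast measured as flow cytometry median fluorescence; 0% = buffer negative control and 100% = Enniatin B positive control; higher means more Nile Red kept so more efflux inhibition; some compounds called inactive have numbers as strong as hits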
# core dimer inh = inhibitors of HCV core protein dimerization, primary screen, biochemical, TR-FRET, high-throughput; TR-FRET GST/Flag-core106 dimerization, 1536-well; inhibition, % at 5 µM; actives 0.33% (n = 300,000); AID 1899, 2009;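 active = inhibition above the mean of all tested compounds plus 3 SD, set per screening campaign, cut at about 45% in these data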
#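 Test system: GST/Flag-tagged HCV core106 proteins; Medium: KF-containing HEPES buffer, pH 7.45, DTT, CHAPS, BSA; Times: compound-protein-antibody incubation 4 h at 22.5 °C; Detection: TR-FRET 671 and 617 nm emission; Benchmarks: wells lacking GST-core106 and wells with excess unlabelled core106.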
# ZTA counter = counter-screen for EBNA-1 inhibitors: inhibitors of Epstein-Barr virus ZTA. P03206. ZTA-DNA binding, fluorescence polarization. inhibition, % at 11 µM. actives 0.15% (n = 320,000). AID 2234; in the data active = inhibition above about 33%
# Target sequence (P03206 whole entry, looked up): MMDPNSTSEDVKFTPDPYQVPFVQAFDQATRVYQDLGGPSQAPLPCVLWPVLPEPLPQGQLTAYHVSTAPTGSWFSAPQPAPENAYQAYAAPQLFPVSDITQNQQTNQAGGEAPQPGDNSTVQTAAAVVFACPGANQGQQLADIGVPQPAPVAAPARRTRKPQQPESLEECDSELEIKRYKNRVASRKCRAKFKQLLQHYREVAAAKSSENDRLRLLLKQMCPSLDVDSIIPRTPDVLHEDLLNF
# PP5 primary = PP5 phosphatase inhibitors, primary screen, biochemical, fluorescence; Serine/threonine-protein phosphatase 5 (Homo sapiens), P53041; inhibition, % at 6.7 µM; actives 0.18% (n = 320,000); purified PP5c, OMFP substrate fluorescence; AID 1987, 2009;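 active = inhibition above the campaign's mean inhibition across all tested compounds plus 3 SD, cut at about 9.5% in these data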;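 also: 0% = DMSO only and 100% = 100 µM cantharidin control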
# Target sequence (P53041 whole entry, looked up): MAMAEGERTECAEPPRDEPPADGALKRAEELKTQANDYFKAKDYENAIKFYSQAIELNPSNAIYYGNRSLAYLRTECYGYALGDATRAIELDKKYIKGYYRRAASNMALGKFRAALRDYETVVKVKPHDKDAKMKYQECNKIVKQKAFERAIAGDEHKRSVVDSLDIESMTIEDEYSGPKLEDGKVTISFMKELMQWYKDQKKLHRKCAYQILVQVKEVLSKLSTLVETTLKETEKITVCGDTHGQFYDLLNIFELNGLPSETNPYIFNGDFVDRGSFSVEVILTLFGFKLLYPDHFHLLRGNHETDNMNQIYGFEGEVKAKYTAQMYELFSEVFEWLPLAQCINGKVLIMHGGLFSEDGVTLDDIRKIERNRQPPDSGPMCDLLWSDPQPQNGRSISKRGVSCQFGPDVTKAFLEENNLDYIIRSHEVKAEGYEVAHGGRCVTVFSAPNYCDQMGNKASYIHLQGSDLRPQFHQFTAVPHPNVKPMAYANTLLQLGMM
# TPT1 inhibitor = Candida albicans TPT1 enzyme inhibitors, primary screen, biochemical, fluorescence polarization; AID 1962, 2009; recombinant caTPT1, FP RNA substrate dephosphorylation; actives 0.81% (n = 300,000); inhibition, % at 5 µM; tRNA 2'-phosphotransferase TPT1 (Candida albicans SC5314);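 active = inhibition above the mean of all tested compounds plus 3 SD, set per screening campaign, cut at about 24% in these data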;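 also: plate controls were DMSO alone for no effect and ferristatin control at 100 nM for full effect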
# PP1 inh = PP1-alpha phosphatase inhibitors, primary screen, counter-screen for PP5 inhibitor project, biochemical, fluorescence, OMFP substrate, single point; purified PP1alpha; actives 0.9% (n = 320,000); Serine/threonine-protein phosphatase PP1-alpha catalytic subunit (Homo sapiens), P62136; inhibition, % at 6.7 µM;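 active = inhibition above the mean inhibition of all tested compounds plus 3 SD, computed separately for each screening campaign, cut at about 15% in these data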
# Target sequence (P62136 whole entry, looked up): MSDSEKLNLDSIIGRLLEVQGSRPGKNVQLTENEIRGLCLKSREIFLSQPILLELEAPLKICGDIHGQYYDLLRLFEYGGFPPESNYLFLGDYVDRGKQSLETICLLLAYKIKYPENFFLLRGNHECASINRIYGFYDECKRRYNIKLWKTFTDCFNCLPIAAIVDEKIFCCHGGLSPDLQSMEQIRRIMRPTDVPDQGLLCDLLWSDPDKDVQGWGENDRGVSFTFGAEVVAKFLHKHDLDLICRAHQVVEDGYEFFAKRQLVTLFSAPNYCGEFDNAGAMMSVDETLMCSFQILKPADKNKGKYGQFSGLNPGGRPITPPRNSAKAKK
# EBNA-1 inhibitor = EBNA-1 DNA-binding inhibitors, primary screen, biochemical, fluorescence polarization | actives 0.34% (n = 300,000) | AID 1950, 2009 | inhibition, % at 14.8 µM; in the data active = inhibition above about 28%
# PREPL inh = PREPL enzyme inhibitors, primary screen, biochemical, fluorescence polarization; inhibition, % at 5.96 µM; Prolyl endopeptidase-like (Homo sapiens), Q4J6C6; AID 2751, 2010; recombinant PREPL, fluorescence polarization activity-based probe; actives 0.68% (n = 320,000); in the data active = inhibition above about 43%;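 also: 0% = enzyme with DMSO and 100% = wells lacking enzyme; many of its hits are not listed in these tables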
# Numbers without * were called inactive; . = no result given. Not all compounds are listed. The share of hits here may be higher or lower than overall.
# Results follow in this order: CTSL1 counter | Efflux pump mplx | core dimer inh | ZTA counter | PP5 primary | TPT1 inhibitor | PP1 inh | EBNA-1 inhibitor | PREPL inh
CCOC(=O)C1(Cc2ccccc2C(F)(F)F)CCN(Cc2ccc(COC)o2)CC1
  1 | -0.1 | -1 | -9 | 0.9 | -1 | 0 | 16 | -2
COCCCn1c(-c2ccco2)nc2ccccc2c1=O
  2 | 0.0 | 0 | 6 | 2.6 | -1 | -2 | -2 | 7
Cc1cn(CCC(=O)Nc2ccccc2N2CCOCC2)c2ccccc12
  -2 | -0.1 | -1 | -5 | -0.7 | -2 | -2 | 5 | 0
O=c1cc(O)c(-c2ccc(Cl)c(Cl)c2)c(Cl)[nH]1
  -1 | 0.0 | -1 | -16 | 2.3 | 2 | -1 | 0 | 12
COc1ccc(CCNC(=S)NCCc2ccc(OC)c(OC)c2)cc1OC
  4 | -0.1 | 0 | -1 | 0.4 | 1 | -3 | -4 | 19
COCCNC(=O)CSc1nnc(-c2ccccc2)c(-c2ccccc2)n1
  -6 | -0.1 | -5 | -21 | -1.5 | -5 | -1 | -2 | 11
COc1ccc(Nc2oc(-c3ccc(Cl)cc3)nc2C#N)cc1
  2 | -0.1 | 6 | 12 | -0.7 | -1 | 6 | 2 | 5
COc1ccccc1CNC(=O)C1CCCN(S(=O)(=O)c2c(C)[nH]c(=O)[nH]c2=O)C1 (centres undefined)
  -2 | 0.0 | 4 | 5 | 1.7 | -3 | 3 | 6 | -4
O=C(c1cc2ccccc2[nH]1)N(Cc1cccnc1)CC1CCCN(C2CCCCC2)C1 (centres undefined)
  -4 | 0.8 | 7 | -4 | 1.5 | -1 | -2 | -8 | 39
CCc1c(C)nc2ncnn2c1NCc1cccs1
  1 | 0.0 | -4 | 8 | -3.2 | -1 | -8 | 8 | 4
CCOc1ccccc1N(CC(=O)N1CCC(C)CC1)S(=O)(=O)c1ccc(C)cc1
  6 | -0.6 | -14 | -3 | -1.5 | 2 | 0 | -1 | 12
CC(C)(C)C(=O)N1CCN(c2c(Cl)cccc2[N+](=O)[O-])CC1
  -1 | 0.0 | 3 | -8 | -2.2 | -2 | -6 | -5 | -1
COc1cc(OC)c(-c2nc3c[n+](CC(=O)c4ccccc4)ccc3n2C)cc1OC
  4 | 0.0 | -6 | -7 | -1.2 | -3 | -4 | 10 | 32
O=C(CCN1CCN(C/C=C/c2ccccc2)CC1)Nc1ccccc1
  0 | 0.2 | 3 | -9 | 0.2 | 4 | 0 | -1 | 19
CC1=C(C(N)=O)C(c2ccc(Br)cc2)n2ncnc2N1 (centres undefined)
  8 | 0.1 | -14 | -17 | -3.7 | -2 | 2 | -4 | 0
S=C(NCc1ccccc1)NCc1ccccn1
  5 | 0.0 | -2 | 8 | -0.9 | 1 | -3 | 4 | 4
Cc1ccc(NC(=O)CNCc2cccs2)cc1Br
  0 | 0.5 | 5 | -1 | 0.1 | -1 | -1 | -7 | 2
CC(=O)/C(=N\Nc1ccc(C)cc1)Sc1nncn1C
  3 | 0.2 | -6 | 8 | 0.0 | -2 | -2 | -2 | -10
C=CCn1c(SCC(=O)Nc2cc(C)on2)nc2sc3c(c2c1=O)CCCC3
  0 | -0.1 | 2 | -11 | 0.1 | -2 | -2 | 5 | 15
O=C(CSc1ncccn1)N1CCN(Cc2ccccc2)CC1
  -3 | 0.0 | 0 | -1 | -2.1 | -2 | -4 | -1 | 2
CCCCn1c(=O)c(CCC(=O)OCC(=O)Nc2cc(Cl)ccc2OC)nc2ccccc21
  0 | -2.5 | 8 | 11 | -1.3 | 2 | -5 | 1 | -7
O=C(NCCCN1CCCC1)c1ccc(Cn2c(=S)[nH]c3ccc(Br)cc3c2=O)cc1
  -1 | -0.1 | 3 | 23 | 2.3 | 2 | 4 | 5 | 8
Cn1cc(CN2CCC(C(O)c3cccs3)CC2)c(-c2ccccc2F)n1 (centres undefined)
  -2 | -0.1 | -2 | 15 | 0.5 | 0 | -6 | 2 | 4
COc1ccc(CCNC(=O)CSc2nc3[nH]ncc3c(=O)n2-c2cccc(C(F)(F)F)c2)cc1OC
  -2 | -0.1 | -4 | 8 | -2.2 | -5 | 9 | 3 | -3
CCc1ccccc1NC(=O)C1CC(c2ccc(F)cc2)=NO1 (centres undefined)
  -1 | 0.0 | 1 | -12 | 1.6 | -1 | -1 | -1 | 18
Cc1sc2ncn(CC(=O)N(CC(=O)NC3CCCC3)Cc3cccs3)c(=O)c2c1C
  -1 | 0.1 | -1 | -2 | 1.7 | -3 | -4 | 5 | 8
COc1ccc(CNC(=O)CSc2nc3[nH]ncc3c(=O)n2-c2ccccc2Br)cc1
  -2 | -0.1 | 1 | 3 | 0.1 | -3 | -5 | -11 | 0
O=C(N/N=C/c1ccncc1)c1cccc(S(=O)(=O)Nc2ccc(Cl)cc2)c1
  -3 | -0.2 | 4 | 5 | 1.4 | -1 | 21* | 3 | -4
Cc1ccc(NCCC(=O)c2cccc([N+](=O)[O-])c2)c(C)c1
  0 | -0.1 | 2 | 7 | 5.3 | 2 | 3 | -1 | 18
O=C(O)c1ccc(NC2OC[C@@H](O)[C@H](O)[C@H]2O)cc1 (some centres undefined)
  -6 | -0.1 | 12 | -4 | 0.4 | 1 | -6 | -2 | -5
COc1ccc(CCN(C)C(=O)CCNS(=O)(=O)c2ccccc2C(F)(F)F)cc1OC
  . | -0.3 | . | -19 | -2.2 | . | -2 | . | -4
CCC1=C(OC(=O)N(CC)CC)N2C(=O)OC(=NCCOC)[C@]2(Cc2ccccc2)[C@H]2C1=CC[C@H]1C(=O)N(C)C(=O)[C@H]12
  -3 | 0.1 | -9 | -2 | 2.1 | -1 | -3 | 3 | 5
CC1=C(C(=O)OCc2ccccc2)C(c2ccc(C)o2)C2=C(CCCC2=O)N1 (centres undefined)
  -3 | -0.2 | 6 | 11 | 1.9 | -2 | 0 | 4 | 10
C[C@H](OC(=O)N1CCN(C(c2ccccc2)c2ccccc2)CC1)[C@@H]1O[C@@]2(C)CCC[C@H]1O2
  1 | 0.2 | 21 | -10 | 2.0 | -2 | -1 | 5 | 6
O=C(O)c1ccc(/C=N/Nc2ccc(S(=O)(=O)N3CCCC3)cc2[N+](=O)[O-])cc1
  -1 | -0.1 | -4 | -8 | 2.9 | -2 | -4 | 8 | 12
CC(C)OCc1ccc(C(=O)N2CCN(S(=O)(=O)c3ccc(Br)s3)CC2)cc1
  . | 0.4 | . | 10 | 3.1 | . | 2 | . | 11
O=[N+]([O-])c1ccc(Cc2nnc(-c3ccccc3Cl)o2)cc1
  4 | 0.2 | 0 | 12 | -0.5 | 4 | 0 | -4 | 12
Cc1ccc(C(=O)C2CCN(CC(=O)Nc3nc(C)cs3)CC2)cc1
  -14 | 0.3 | 2 | 3 | 0.8 | 1 | 6 | -2 | 14
COc1cc(C)ccc1OCCCCNCc1ccccc1
  -7 | 0.1 | 1 | 10 | 1.7 | 1 | -1 | -4 | 2
N#C/C(=C(/O)CN1CCCC1)c1nc(-c2ccccc2)cs1
  -2 | 0.4 | 0 | -4 | 0.2 | 12 | -1 | 0 | 3
COc1ccc(NC(=O)CN(c2cccc(F)c2)S(C)(=O)=O)cc1OC
  0 | 0.0 | -7 | 12 | -0.3 | 0 | -3 | 14 | 1
COc1ccc(/C=N/N=C/c2ccc(OC)c(OC)c2)cc1OC
  2 | 0.2 | -4 | 1 | 1.5 | 2 | -6 | -13 | 10
Cc1ccc(Sc2nnc(-c3ccccc3)cc2C#N)cc1
  4 | 0.1 | 12 | 9 | 3.5 | 3 | 3 | 3 | -3
COC(=O)Cn1nc(-c2ccccc2)n(-c2ccccc2)c1=S
  -7 | -0.1 | -4 | 3 | 0.3 | 2 | 0 | 0 | -3
C/C(=N\NC(=O)C(=O)Nc1cccc(Cl)c1)c1ccncc1
  -3 | 0.3 | -11 | -13 | 1.4 | -2 | 0 | 0 | 2
CC(=O)c1cccc(NC(=S)Nc2ccc(F)cc2)c1
  -2 | 0.1 | 2 | 12 | 3.1 | 4 | -4 | 5 | -4
CCOC(=O)c1ccc(NC(=O)NC2CC3CCC(C2)N3C(=S)NC)cc1 (centres undefined)
  3 | -0.1 | -3 | 7 | 3.0 | -1 | 0 | -1 | 8
CCN(CC(=O)NCc1cccs1)S(=O)(=O)c1ccc(F)c(F)c1F
  12 | 0.1 | -2 | -16 | 4.1 | 1 | -3 | -14 | 1
COc1ccc(-n2nc(C(=O)NCC(=O)N3CCN(c4ccccn4)CC3)c3ccccc3c2=O)cc1OC
  0 | 0.1 | 0 | 5 | 0.2 | 1 | -2 | -7 | 12
Cc1ccc(/C=N/NC(=O)C2CC(=O)N(c3ccccc3)C2)s1 (centres undefined)
  3 | 0.2 | 6 | 13 | 0.2 | 1 | -4 | 22 | 9
Cc1c(C(=O)NCCCN2CCCC2=O)oc2ccccc12
  4 | -0.2 | -2 | -2 | -1.8 | -2 | -3 | 9 | 10
Cc1ccc(NC(=O)C(Nc2ccccc2)c2ccccc2)cc1 (centres undefined)
  -1 | 3.0 | -7 | 2 | 3.8 | 0 | -6 | -12 | -12
CCOC(=O)c1sc(NC(=O)CC)nc1C
  -3 | -0.2 | -14 | -4 | 0.8 | 1 | -6 | -11 | 3
O=C(Nc1nc2ccccc2s1)C1CCCN1S(=O)(=O)c1ccc(Cl)cc1 (centres undefined)
  0 | -0.1 | 2 | 13 | 2.6 | -1 | 2 | 5 | -16
CCN1CCN(CC(=O)c2c[nH]c3ccc(C)cc23)CC1
  -4 | 0.3 | -12 | -10 | -1.6 | 3 | -1 | -4 | 15
COc1cc(C2c3sc(=O)[nH]c3SC3C4CCC(C4)C23)ccc1O (centres undefined)
  -3 | 0.0 | 0 | 14 | 1.4 | -1 | 2 | 10 | 4
O=C(c1ccco1)N1CCN(C(c2ccccn2)c2nnnn2C2CCCC2)CC1 (centres undefined)
  -1 | 0.0 | 3 | -8 | 0.9 | 0 | -5 | -11 | 4

# Structures shown so far with two or more sulfur atoms, in the order listed:
# Results follow in this order: CTSL1 counter | Efflux pump mplx | core dimer inh | ZTA counter | PP5 primary | TPT1 inhibitor | PP1 inh | EBNA-1 inhibitor | PREPL inh
C=CCn1c(SCC(=O)Nc2cc(C)on2)nc2sc3c(c2c1=O)CCCC3
  0 | -0.1 | 2 | -11 | 0.1 | -2 | -2 | 5 | 15
Cc1sc2ncn(CC(=O)N(CC(=O)NC3CCCC3)Cc3cccs3)c(=O)c2c1C
  -1 | 0.1 | -1 | -2 | 1.7 | -3 | -4 | 5 | 8
CC(C)OCc1ccc(C(=O)N2CCN(S(=O)(=O)c3ccc(Br)s3)CC2)cc1
  . | 0.4 | . | 10 | 3.1 | . | 2 | . | 11
CCN(CC(=O)NCc1cccs1)S(=O)(=O)c1ccc(F)c(F)c1F
  12 | 0.1 | -2 | -16 | 4.1 | 1 | -3 | -14 | 1
O=C(Nc1nc2ccccc2s1)C1CCCN1S(=O)(=O)c1ccc(Cl)cc1 (centres undefined)
  0 | -0.1 | 2 | 13 | 2.6 | -1 | 2 | 5 | -16
COc1cc(C2c3sc(=O)[nH]c3SC3C4CCC(C4)C23)ccc1O (centres undefined)
  -3 | 0.0 | 0 | 14 | 1.4 | -1 | 2 | 10 | 4
